Bioassay records as filed in PubChem BioAssay.
NSD2 inh – inhibitors of human histone methyltransferase NSD2 | AID 743445 | O96028 | NSD2 peptide methylation, AlphaScreen, 120 min | 0.54% of 310,000 active | inhibition, % at 12.5 µM; in the data active means inhibition above about 50%
HTR5A inv ctr – HTR5A inverse agonism, opioid heterodimer counter-screen. HTR5A cell line, luminescence. inhibition, % at 9.3 µM. 0.083% of 340,000 active. AID 504634; in the data active means inhibition mostly above about 23%, no sharp cut-off; inactive means mostly below about 18%;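 further: 0% = cells with DMSO and 100% = no-cell wells with DMSO; some compounds called inactive have numbers as strong as hits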
CDK5 inh – blocks human CDK5/p35 kinase activity. Recombinant CDK5/p35, ADP-Glo luminescence, 60 min. inhibition, % at 10 µM. 0.01% of 330,000 active. AID 488839;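 active means highest replicate inhibition of at least 50% and at least 75% of replicates reaching 50%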;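 further: plate controls were DMSO neutral control for no effect and GW8510 at 10 µM for full effect; many of its hits are not listed in these tables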
Target sequence (Q00535 whole entry, looked up): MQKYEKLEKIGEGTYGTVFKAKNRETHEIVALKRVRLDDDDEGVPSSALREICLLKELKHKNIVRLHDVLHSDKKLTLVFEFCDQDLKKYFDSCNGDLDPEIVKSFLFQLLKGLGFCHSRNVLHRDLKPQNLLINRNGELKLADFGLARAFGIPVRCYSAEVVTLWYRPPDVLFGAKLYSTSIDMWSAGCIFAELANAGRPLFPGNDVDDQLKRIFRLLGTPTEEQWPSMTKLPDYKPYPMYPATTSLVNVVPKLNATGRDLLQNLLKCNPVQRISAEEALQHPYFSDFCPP
Target sequence (Q15078 whole entry, looked up): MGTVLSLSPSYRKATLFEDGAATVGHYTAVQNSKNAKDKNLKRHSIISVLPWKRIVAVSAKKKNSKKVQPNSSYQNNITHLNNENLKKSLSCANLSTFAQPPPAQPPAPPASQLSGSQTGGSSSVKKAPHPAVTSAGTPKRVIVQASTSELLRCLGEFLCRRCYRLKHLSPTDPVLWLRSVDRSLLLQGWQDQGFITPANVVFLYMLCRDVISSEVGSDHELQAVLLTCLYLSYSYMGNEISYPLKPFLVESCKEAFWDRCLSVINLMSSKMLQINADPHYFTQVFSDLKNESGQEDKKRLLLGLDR
MITF act – activators of MITF-driven TRPM1 promoter activity in SK-MEL-5 cells | activation, % at 12.5 µM | AID 588334 | 0.75% of 300,000 active | SK-MEL-5 TRPM1-promoter luciferase, 24 h; % of positive control, neutral wells = 0;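 active means mean activation of at least 80% with every replicate also reaching 80%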;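 further: 0% = neutral control wells and 100% = parthenolide positive control wells; values of inactives mirror those of a sister screen read the other way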
V-ATPase pH – regulators of yeast V-ATPase proton transport; S. cerevisiae, pHLuorin cytosolic pH fluorescence; response, % at 10 µM; 0.37% of 350,000 active; in the data active means response mostly above about 7.3%, no sharp cut-off; inactive means mostly below about 5.4%; further: actives read high; inactives centre near 0; some compounds called inactive have numbers as strong as hits; reference of the scale not given here
Wnt bcat act – Wnt/beta-catenin pathway activation. AID 743398. activation, % at 9.35 µM. Wnt/beta-catenin reporter cell assay, activator, plate reader. 1.2% of 300,000 active; in the data active means activation above about 30%, passing the limit was not always enough;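 further: 0% = neutral control wells and 100% = positive control wells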
PvdQ inh – blocks Pseudomonas aeruginosa PvdQ acylase activity. AID 488965. inhibition, % at 10 µM. 0.063% of 340,000 active. purified PvdQ acylase, fluorescence plate reader; in the data active means inhibition above about 30%, passing the limit was not always enough;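 further: 0% = vehicle neutral wells and 100% = reference inhibitor wells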
HTR5A ag – counter-screen for OPRM1-OPRD1 agonists: human HTR5A agonism | P47898 | HTR5A agonist assay, luminescence, cell-based | activation, % at 9.3 µM | 0.61% of 340,000 active | AID 504692; in the data active means activation mostly above about 9.5%, no sharp cut-off; inactive means mostly below about 7.6%;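 further: 0% = cells with vehicle only and 100% = reference agonist; strong numbers were not always called active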
dFosB activator – activators of mouse delta FosB homodimer. purified delta FosB, TAMRA-CDK5 oligo fluorescence polarization; percent of positive-control signal above neutral wells. activation, % at 25 µM. 0.99% of 340,000 active;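 active means mean activation above about 17%, with every replicate also reaching it, limit read from the data, passing the limit was not always enough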;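 further: fluorescence polarization rise as delta FosB binds a TAMRA Cdk5 AP-1 oligo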
Target sequence (P13346 whole entry, looked up): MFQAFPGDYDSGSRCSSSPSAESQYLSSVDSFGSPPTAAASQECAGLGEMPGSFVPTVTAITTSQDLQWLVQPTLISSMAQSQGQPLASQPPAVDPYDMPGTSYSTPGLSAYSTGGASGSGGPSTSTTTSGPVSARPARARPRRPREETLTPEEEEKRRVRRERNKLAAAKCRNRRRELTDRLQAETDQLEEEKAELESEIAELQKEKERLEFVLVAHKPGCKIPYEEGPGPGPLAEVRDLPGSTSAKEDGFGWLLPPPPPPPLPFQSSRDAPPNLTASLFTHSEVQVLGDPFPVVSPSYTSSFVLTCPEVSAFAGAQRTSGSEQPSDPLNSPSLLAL
SR-BI HDL uptake – inhibitors of mouse SR-BI mediated HDL lipid uptake; 0.96% of 320,000 active; ldlA[mSR-BI] CHO cells, DiI-HDL uptake fluorescence, 3 h; inhibition, % at 12.5 µM;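 active means mean replicate inhibition of at least 70% and a set share of replicates each scoring 70 or more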;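 further: 0% = median of neutral control wells and 100% = median of positive control wells; values of inactives mirror those of a sister screen read the other way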
Active calls of the source: *; / = no result given; & = joins results of further samples.

A first look:
SMILES	NSD2 inh	HTR5A inv ctr	CDK5 inh	MITF act	V-ATPase pH	Wnt bcat act	PvdQ inh	HTR5A ag	dFosB activator	SR-BI HDL uptake
O=C(C(NS(=O)(=O)c1cccs1)c1ccccc1)N1CCN(c2ccccc2F)CC1 (stereo not drawn)	-4	13	2.1	2	-1	/	-2	-5	-9	0
CC1CC(C)CN(S(=O)(=O)N2CCC(C(=O)NCc3ccco3)CC2)C1 (stereo not drawn)	1	-21	-0.2	-14	-1	-2	-5	-5	2	-5

All compounds of this part (from the top)
SMILES	NSD2 inh	HTR5A inv ctr	CDK5 inh	MITF act	V-ATPase pH	Wnt bcat act	PvdQ inh	HTR5A ag	dFosB activator	SR-BI HDL uptake
O=C(C(NS(=O)(=O)c1cccs1)c1ccccc1)N1CCN(c2ccccc2F)CC1 (stereo not drawn)	-4	13	2.1	2	-1	/	-2	-5	-9	0
CC1CC(C)CN(S(=O)(=O)N2CCC(C(=O)NCc3ccco3)CC2)C1 (stereo not drawn)	1	-21	-0.2	-14	-1	-2	-5	-5	2	-5
NS(=O)(=O)c1ccc(CCN2C(=O)CCC2=O)cc1	-2	6	-0.3	-5	1	0	-18	-2	5	/
CCOc1ccc(NC(=O)C2CCCN2S(=O)(=O)c2ccc3c(c2)C(C)(C)C(=O)N3C)cc1 (stereo not drawn)	/	-1	-1.4	0	-2	-2	-12	0	-7	34
Cc1ccccc1-n1c(SCC(=O)N2CCOCC2)nc(O)cc1=O	-3	-3	2.4	-1	-1	1	-14	1	-2	-36
O=C(COC(=O)/C=C/c1ccc(Cl)cc1)NCCc1ccccc1	-3	2	-0.2	-7	-6	0	-12	-1	-4	-29
Cc1nnc(N/N=C/c2ccco2)n1N	-2	-9	0.3	-1	0	5	-16	3	-1	-3
CCN1CCCC1CNC(=O)c1cc([N+](=O)[O-])c(N(C)C)cc1OC (stereo not drawn)	15	11	0.3	/	-1	0	-2	-3	9	1
c1ccc2c(c1)OC1OC2Oc2ccccc21	-4	2	0.3	5	4	/	3	-1	2	-7
O=C(c1ccco1)N1CCCN(Cc2nc(Cc3ccccc3)no2)CC1	1	10	-1.3	-1	4	1	-22	9	-1	-7
O=C(Nc1ccc(-c2noc(COc3ccccc3Cl)n2)cc1)c1ccco1	/	-21	-1.1	/	-6	22	3	12*	-8	64
Cc1ccc([C@@H]2[C@@H]3C(=O)N(c4ccccc4)C(=O)[C@@H]3[C@]3(Cc4ccccc4)C(=O)N(CC4CC4)CC(=O)N23)o1	/	4	0.9	9	-3	-4	0	2	6	-14
COCCOc1cc(N2C(=O)CSCC2=O)c(Cl)cc1Cl	-1	-11	-0.7	-6	1	-1	5	0	-3	-25
CN(CC(=O)Nc1ccc(Cl)c(C(F)(F)F)c1)Cc1cc(=O)n2ccsc2n1	1	15	0.7	-1	2	-3	-6	1	-6	-3
COc1ccc(CNC(=O)C(c2ccco2)N(C(=O)c2ccccn2)c2ccccc2)cc1 (stereo not drawn)	-12	-1	0.1	1	2	5	-6	0	-5	-28
CC(C)Cn1c(SC(C)C(=O)Nc2ccc3c(c2)OCCO3)nc2ccccc2c1=O (stereo not drawn)	0	16	-0.8	-7	-2	2	-3	-2	-2	15
O=c1c2cn(Cc3ccc(F)cc3)c3ccccc3c-2nn1Cc1ccc(F)cc1	-5	-12	1.9	-16	5	1	-18	3	-5	67
Cc1ccc(/C=N/NC(=O)CNC(=O)Cc2ccccc2)o1	-1	20	-0.7	8	-3	-3	-6	2	-10	-13
COc1ccc(-c2cc(C(=O)NC(Cc3cc4ccccc4[nH]3)C(=O)O)c(C)o2)cc1OC (stereo not drawn)	/	-8	0.2	5	6	4	-6	3	-5	11
Cc1cc(C)n2cc(CSc3nnc(-c4ccccc4)c(-c4ccccc4)n3)nc2n1	0	-1	2.2	-14	-1	-1	-17	0	-12	/

Just dFosB activator and MITF act, for 2 of the compounds above:
Compound,dFosB activator,MITF act
Cc1ccccc1-n1c(SCC(=O)N2CCOCC2)nc(O)cc1=O,-2,-1
O=C(COC(=O)/C=C/c1ccc(Cl)cc1)NCCc1ccccc1,-4,-7

Further results
SMILES	NSD2 inh	HTR5A inv ctr	CDK5 inh	MITF act	V-ATPase pH	Wnt bcat act	PvdQ inh	HTR5A ag	dFosB activator	SR-BI HDL uptake
Cc1c(C(=O)NCC(C)(C)N2CCOCC2)oc2ccccc12	-1	10	-0.2	/	1	1	-1	-4	-2	-8
Cn1cnc(C(F)(F)F)c1-c1ccc([N+](=O)[O-])cc1	11	8	-1.7	-7	1	/	-6	4	-4	-1
Oc1[nH]c2ccccc2c1N=Nc1c(F)c(F)c(C(F)(F)F)c(F)c1F	-3	12	-0.3	23	-4	-1	-9	-4	-5	-5
O=C(CNC(=O)c1cccc(OC(F)F)c1)Nc1ccc(Cl)cc1	-3	6	0.7	-6	-2	0	-14	-2	4	0
CCOC(=O)c1c2c(c(=S)n(-c3ccccc3)c1N)CCC2	-1	-21	0.5	-2	-5	-6	1	0	-2	29
CCCCn1c(N)c(N(CCOC)C(=O)COC(=O)COc2c(C)cc(C)cc2C)c(=O)[nH]c1=O	-2	-16	-1.0	11	3	1	-10	6	-11	-9
Cc1ccc(-c2ccc(/C=N/n3cnnc3)o2)cc1	1	0	1.1	-1	-1	0	-2	-7	-3	-9
CS/C(=C\[N+](=O)[O-])Nc1ccccc1	-2	5	0.4	-6	-3	/	-7	5	-10	-2
CCn1c2ccccc2c2cc(NC(=O)N3CCOCC3)ccc21	-1	4	-5.8	25	-1	/	-12	-2	-8	56
O=C(NC1CCCCC1)c1ccc(N2CCCC2=O)cc1	-4	-42	0.6	18	-5	/	-1	2	-2	6
COc1ccc(C2CC(c3cccs3)=NN2C(=O)CSc2nc(=O)n3ccccc3n2)cc1 (stereo not drawn)	1	-4	-3.4	-1	-2	-13	-3	1	-9	16
COCCCNC(=O)c1c(-c2ccccc2)noc1C	-5	-9	-1.4	5	0	/	-5	3	4	-28
CCOc1ccc(NC(=O)CCN2CCN(c3ccccc3)CC2)cc1	1	-14	-0.1	/	0	/	-15	1	-5	-13
COCCCN(C(=O)CSc1nc2ccccc2c(=O)n1C)c1c(N)n(Cc2ccccc2)c(=O)[nH]c1=O	-9	22	2.2	-3	-4	-2	-12	1	-17	-21
CCN1CCN(C(=O)C(=O)c2c(C)[nH]c3ccccc23)CC1	7	-2	-1.6	-4	-1	-1	-17	1	2	-20
CCC(=O)Nc1ccc2ccccc2c1	-1	7	0.8	4	-3	4	-5	3	0	-15
Cc1ccc(NC(=O)COC(=O)c2ccc3c(c2)OCO3)c(C)c1	1	-48	4.4	-1	-5	1	10	7	-2	/
CCOc1ccc(C(=O)CCC(=O)N2CCN(c3ccc(O)cc3)CC2)cc1	-2	-23	1.5	6	4	9	12	9	1	14
CCCCC(=O)N/C(N)=N/c1nc2ccccc2o1	1	-37	1.2	/	2	25	-16	6	-4	1
Nn1cnnc1SCC(=O)Nc1ccc2c(c1)OCO2	-4	8	-0.5	-4	-2	/	-10	-3	-1	-43
C/C(=N\N=c1/sc2ccccc2n1C)c1ccc(N2CCOCC2)cc1	-1	4	1.1	-10	0	/	-5	-1	-1	10
O=C(NCc1ccc2c(c1)OCO2)C1CC(=O)N(CCc2ccccc2)C1 (stereo not drawn)	/	8	-2.6	/	-1	-4	-13	-3	-5	20
O=C(NCc1cccs1)c1cc(S(=O)(=O)N2CCOCC2)ccc1N1CCCC1	3	-4	-0.5	-12	0	-1	-5	2	0	-14
Cn1c(=O)cc(SCC(=O)NCC2CCCO2)c2ccccc21 (stereo not drawn)	-4	1	0.6	-4	-3	/	-1	0	-1	11
C1CCN2CC3CC(CN4CCCC[C@@H]34)[C@H]2C1	/	0	1.8	9	4	-2	-1	0	-2	-9
CCOc1ccccc1C1C(C(N)=O)=C(C)Nc2nc(CCCO)nn21 (stereo not drawn)	/	-4	1.0	3	0	-2	18	2	-4	-4
CN=C1SC(CC(=O)NCCc2ccc(OC)c(OC)c2)C(=O)N1C (stereo not drawn)	-1&-2	-6&14	1.0&0.2	1&-3	-1&3	-2&-6	-7&7	2&2	1&1	23&-2
Cc1c(C(C)NC(=O)c2cc(COc3cccc4cnccc34)on2)cnn1C (stereo not drawn)	-3	-8	1.3	-5	-3	-1	-13	2	-14	3
NS(=O)(=O)c1ccc(CCNC(=O)c2cccc(S(=O)(=O)N3CCCC3)c2)cc1	0	-12	0.8	3	-1	-2	-2	-2	-1	7
O=C1NC(=S)N/C1=C\c1cccnc1	-2	-17	-2.3	/	0	-2	-17	2	-7	1
CCN1C(=O)C2C(c3ccccc3F)NC(Cc3ccc(O)cc3)(C(=O)OC)C2C1=O (stereo not drawn)	-5	1	0.2	/	0	-3	-12	2	-4	7
COc1cc(C(C)=O)ccc1OC(=O)c1cc2cccc(OC)c2oc1=O	-2	8	-1.1	-13	0	1	-14	-3	1	-13
O=C(O)c1cccc(-c2ccc(/C=N/n3cnnc3)o2)c1	-2	5	1.9	-5	3	1	5	-2	-2	8
O=C(COC(=O)CCC(=O)c1ccc(F)cc1)Nc1cccc(S(=O)(=O)N2CCCC2)c1	-4	5	0.2	15	2	1	-3	-7	-15	/
C=CCN(CC=C)C(=O)C1CCN(S(=O)(=O)c2ccc(-n3cnnn3)cc2)CC1	-1	12	0.8	-9	-2	1	-6	1	-7	-25
COc1ccc(/C=C/C(=O)OCC(=O)Nc2ccc(OC)c(S(=O)(=O)N3CCCCC3)c2)cc1	-2	-25	1.7	-4	-2	0	7	1	-10	2
COc1ccccc1CNC(=O)C1CCC(CNS(=O)(=O)c2ccc(C)cc2)CC1 (stereo not drawn)	-4	8	-1.9	-8	-2	0	-10	-2	-1	32
O=C(Cn1cnc2c(OCc3ccccc3)ncnc21)NCCN1CCOCC1	/	/	0.1	0	0	-2	-16	/	-4	-12
COc1cccc(C(=O)NC(c2ccccc2)C2CCCC2)c1 (stereo not drawn)	/	-2	2.8	-2	6	-1	-3	0	-2	17
Cc1ccc(-c2csc(NC(=O)/C=C/c3ccco3)c2C(=O)O)cc1	4	10	-2.8	20	-1	/	-2	-4	-16	-13
COc1ccc(NC(=O)C(C)N2C(=O)c3ccccc3C2=O)cc1S(=O)(=O)N1CCOCC1 (stereo not drawn)	-4	5	-0.7	-8	1	-9	-11	-2	-9	-22
CCC1Nc2ncnc(N3CCCCC3)c2N(Cc2ccc(OC)cc2)C1=O (stereo not drawn)	/	0	-1.4	-5	3	-3&-1	-10	-3	-5	-13
CSCC[C@H](NC(=O)[C@H](Cc1ccccc1)n1c(=O)[nH]c2ccccc2c1=O)C(=O)N1CCC[C@H]1C(=O)O	/	9	0.4	-7	4	-1	-19	4	-8	0
COc1ccc(NS(=O)(=O)c2cccc(C(=O)N/N=C(/C)c3ccc(-n4ccnc4)cc3)c2)cc1	-1	-4	0.3	-1	-5	0	4	1	9	29
c1ccc(-c2nccc(-c3ccc(-n4cnc5ccccc54)cc3)n2)cc1	0	-28	3.5	2	5	-3	17	-1	130*	65
CCN=c1sc2ccccc2n1CC(O)COc1ccccc1 (stereo not drawn)	-2	7	1.8	14	2	/	-23	-3	-8	8
O=[N+]([O-])c1ccc(COc2cccc(CNc3ccc(F)cc3)c2)cc1	0	16	-2.6	-3	2	/	-10	-6	-7	-4
C/C(N)=C(/C#N)C(=O)COC(=O)CNS(=O)(=O)c1ccc2ccccc2c1	7	15	1.2	2	0	3	-13	4	1	/
Oc1c(Br)cc(Br)cc1CNn1cnnc1	-3	-1	0.3	/	-2	0	9	0	2	-19
CC(=O)C[C@@H](O)CC(=O)[C@H]1OC(=O)CCCCCCc2ccccc21	/	-17	0.4	3	-1	0	4	-4	-1	-31
Clc1ccc(-c2nc(Cc3ccccc3)no2)cc1	0	-18	-0.5	106*	-4	/	1	-4	-3	-8

This is a random part of the collection, and some 5% of all compounds hit somewhere here.
